EBV LMP1 NFkB: Epstein-Barr LMP1 NF-kappaB reporter inhibition; LMP1-induced NF-kappaB luciferase reporter cells, luminescence; inhibition, % at 12.5 µM; 350,000 tested, 0.69% active; in the data active means inhibition above about 41%;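 further: 0% = neutral control wells and 100% = reference inhibitor control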
NCOA3 inh: human NCOA3 inhibition | Q9Y6Q9 | HEK293 GAL4-SRC3 luciferase reporter, luminescence | inhibition, % at 3.6 µM | 360,000 tested, 0.17% active;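 active means inhibition above a per-campaign cutoff, the mean of all compounds plus 3 SD, cut at about 60% in these data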;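 further: 0% = DMSO-treated cells and 100% = gossypol-treated cells at 36 µM; higher means less SRC3-driven luciferase light from the GAL4 reporter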
KKLEB cytotox: reduces viability of KKLEB cystic fibrosis airway cells; AID 602141; 360,000 tested, 0.36% active; KKLEB CF airway cells viability, ATPlite luminescence, overnight; active compounds read low; cells stimulated with P. aeruginosa culture filtrate; activity change (cytotoxicity), % at 5 µM;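 active means corrected activity change at or below -50% at 5 µM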
CF NFkB inh: inhibitors of cystic fibrosis induced NF-kB | inhibition, % at 5 µM | 360,000 tested, 0.86% active | AID 588850 | KKLEB NF-kB-GFP reporter, PAF-induced, GFP fluorescence overnight;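 active means at least 50% inhibition at 5 µM, scaled per plate between neutral and stimulator controls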;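 further: PAF is a Pseudomonas aeruginosa culture filtrate used as stimulus; plate controls were PAF-stimulated DMSO wells for no effect and unstimulated DMSO wells for full effect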
Shn3 3UTR inh: inhibitors of Schnurri-3 3'UTR reporter in osteoblasts | AID 588674 | inhibition, % at 12.5 µM | Clone20 osteoblast Shn3 3'UTR firefly luciferase, 24 h | 360,000 tested, 0.52% active;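 active means mean inhibition of at least 75% with every replicate also reaching 75%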;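 further: 0% = median of neutral control wells and 100% = pilot-screen positive control compound; some compounds past the cut are filed as inactive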
TWEAK-Fn14 inh: inhibitors of TWEAK-Fn14 interaction signaling; TWEAK-stimulated Fn14 reporter cells, luciferase luminescence, 8 h; inhibition, % at 10 µM; 360,000 tested, 2% active; in the data active means inhibition above about 50%
TROY NFkB inh: TROY signaling inhibition. Q293 LMP1-TROYcd NF-kB luciferase reporter, 4 h. inhibition, % at 10 µM. 360,000 tested, 0.98% active;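 active means compounds whose plate-normalised and pattern-corrected inhibition of the luciferase reporter signal at the single screening dose is 50% or more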
NCOA1 inh: human NCOA1 inhibition. Q15788. HEK293 GAL4-SRC1 luciferase reporter, luminescence. inhibition, % at 3.6 µM. 360,000 tested, 0.12% active. AID 588354;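 active means inhibition above the campaign mean plus 3 SD, with each screening campaign given its own cutoff, cut at about 60% in these data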;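 further: 0% = DMSO treated cells and 100% = gossypol at 36 µM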
LRH-1 inv ag: inverse agonists of human LRH-1 (NR5A2) | O00482 | HEK293T StAR-luciferase reporter, LRH-1 transfected, 24 h | inhibition, % at 3.6 µM | 360,000 tested, 0.13% active;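 active means inhibition above the mean inhibition of all tested compounds plus 3 SD, cut at about 73% in these data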;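 further: 0% = DMSO wells and 100% = reporter-only cells lacking LRH-1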
Target sequence (O00482 whole entry, looked up): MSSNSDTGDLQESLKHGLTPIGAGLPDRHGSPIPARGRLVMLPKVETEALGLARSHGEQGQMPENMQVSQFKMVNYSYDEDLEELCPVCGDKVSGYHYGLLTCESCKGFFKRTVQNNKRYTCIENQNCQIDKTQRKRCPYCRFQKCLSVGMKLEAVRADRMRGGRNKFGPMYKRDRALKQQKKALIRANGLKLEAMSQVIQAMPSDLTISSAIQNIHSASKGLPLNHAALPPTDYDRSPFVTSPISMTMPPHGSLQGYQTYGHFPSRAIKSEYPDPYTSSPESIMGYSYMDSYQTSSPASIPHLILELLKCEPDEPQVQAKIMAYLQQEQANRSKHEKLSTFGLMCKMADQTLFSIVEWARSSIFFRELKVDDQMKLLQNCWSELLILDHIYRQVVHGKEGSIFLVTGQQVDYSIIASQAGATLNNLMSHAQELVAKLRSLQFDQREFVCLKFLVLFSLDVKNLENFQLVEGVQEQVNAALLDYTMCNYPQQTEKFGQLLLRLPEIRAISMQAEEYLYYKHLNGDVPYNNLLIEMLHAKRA
C8 TRAIL sens: caspase-8 TRAIL sensitization; NB7+C8 cells + TRAIL, ATPlite viability luminescence; inhibition (viability loss, TRAIL sensitization), % at 10 µM; 360,000 tested, 1% active;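 active means compounds causing at least 50% loss of cell viability in the single-dose screen, relative to plate controls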
COUP-TFII inh: inhibitors of human COUP-TFII (NR2F2); P24468; HEK293T NGFI-A luciferase reporter, luminescence; inhibition, % at 8.6 µM; 370,000 tested, 0.7% active; AID 686940;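 active means inhibition above a per-plate cutoff, mean inhibition of test wells between control levels plus 3 SD, cut at about 38% in these data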;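 further: cells cotransfected with COUP-TFII expression vector driving the NGFI-A reporter; 0% = median of COUP-TF2 test wells and 100% = reporter-only cells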
Target sequence (P24468 whole entry, looked up): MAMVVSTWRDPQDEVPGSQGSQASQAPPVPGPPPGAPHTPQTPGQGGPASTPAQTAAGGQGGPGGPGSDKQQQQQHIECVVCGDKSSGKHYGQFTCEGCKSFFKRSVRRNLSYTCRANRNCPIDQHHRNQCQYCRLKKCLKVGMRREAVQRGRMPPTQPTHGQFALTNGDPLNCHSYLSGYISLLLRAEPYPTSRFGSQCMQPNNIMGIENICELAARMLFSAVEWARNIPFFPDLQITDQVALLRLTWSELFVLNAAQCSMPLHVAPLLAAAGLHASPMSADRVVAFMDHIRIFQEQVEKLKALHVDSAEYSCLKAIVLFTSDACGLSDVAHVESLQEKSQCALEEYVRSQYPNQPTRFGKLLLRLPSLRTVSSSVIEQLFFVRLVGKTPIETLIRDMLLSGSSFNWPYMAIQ
Numbers without * were called inactive; . = no result given.

SMILES	EBV LMP1 NFkB	NCOA3 inh	KKLEB cytotox	CF NFkB inh	Shn3 3UTR inh	TWEAK-Fn14 inh	TROY NFkB inh	NCOA1 inh	LRH-1 inv ag	C8 TRAIL sens	COUP-TFII inh
Cn1cc(S(=O)(=O)N2CCCC2)cc1C(=O)O	-4.3	-59.0	10.4	-3.7	0.0	2.8	-8.4	-25.4	-1.4	29.7	-2.9
CCc1cccc(C)c1NC(=O)CN1C(=O)NC(C)(CCC(C)C)C1=O (stereo not drawn)	-4.0	-6.2	-0.1	4.4	0.1	16.9	-0.5	-5.5	10.9	-5.2	-15.8
CCOC(=O)Nc1ccc(S(=O)(=O)Nc2cc(C)nc(C)n2)cc1	-1.5	0.1	-3.4	9.2	-19.2	-11.6	-1.9	-31.0	-7.5	-0.5	-0.5
COc1ccc(S(=O)(=O)N2CCOCC2)cc1C(=O)NC1CCCCC1	2.3	3.6	-19.1	20.4	-14.5	-18.5	6.4	-21.7	5.1	-1.3	-24.5
O=C(Cc1ccc(Cl)cc1)c1c[nH]c(C(=O)NCCCN2CCOCC2)c1	-2.1	18.3	-1.0	9.4	1.4	-1.7	22.8	-15.1	7.0	-2.1	-1.3
COCCC(=O)N1CCC(Oc2ccc(C(=O)N3CCC[C@H]3CO)cc2)CC1	-21.7	-9.6	12.3	-10.1	1.3	-2.4	-11.1	-16.2	-17.7	1.0	-6.6
CCc1ccc(-n2c(CSc3nnnn3-c3ccccc3)nc3ccccc3c2=O)cc1	-4.5	-10.9	-2.4	-2.3	-6.1	-13.1	-1.9	-32.7	16.8	-9.1	5.1
CS(=O)(=O)N(Cc1ccccc1)c1ccccc1C(=O)O	3.7	3.9	-8.1	13.1	-15.6	15.6	13.6	13.4	16.9	-1.3	3.6
Cn1c(-c2ccc(Br)o2)nc2ccccc21	-5.9	-83.8	-4.1	-3.7	-79.5	3.7	-51.2	-126.7	-133.3	52.0*	-40.5
CCn1c(=S)[nH]c2cc(S(=O)(=O)N3CCOCC3)ccc21	-3.4	6.4	13.3	-38.5	46.3	13.3	-4.2	3.5	12.2	-10.5	-30.8
Cc1nn(-c2ccccc2)c(Cl)c1/C=C(\CC(=O)O)c1nc2ccccc2s1	0.7	-6.9	-8.8	8.5	-18.4	12.0	3.6	-15.2	-8.6	-11.4	13.9
O=C(NCC1CCCCC1)c1cc2ccccc2cc1O	-5.5	-49.6	25.8	-14.6	-91.2	22.7	8.7	-62.9	-30.1	14.6	-21.7
O=C(NCC1(c2ccccc2)CCOCC1)c1ccc(Br)o1	-1.1	11.1	8.1	-2.2	-17.0	-11.8	-15.3	1.8	-7.0	8.5	2.9
Oc1ccc(-c2csc(Nc3ccccn3)n2)cc1	-29.3	-86.8	4.5	-6.3	-49.2	6.1	-27.4	-83.0	-106.7	11.9	-45.8
CCOc1ccccc1CNC(=O)c1nn(C)c2c1CS(=O)(=O)c1ccccc1-2	-2.7	21.4	5.1	-11.8	-1.6	4.6	7.6	3.6	6.3	-19.5	6.3
O=C(O)/C=C/C(=O)Nc1ccc(Oc2ccccc2)cc1	3.0	0.9	2.3	3.9	1.8	10.6	-21.1	5.0	-25.6	1.3	4.6
O=C(Cc1c(F)cccc1Cl)Nc1cc(S(=O)(=O)N2CCCCC2)ccc1N1CCOCC1	-8.5	11.8	1.0	3.7	20.8	6.9	-2.9	8.4	-2.0	9.6	4.6
CCC(=O)N1CCc2cc(S(=O)(=O)N3CCCC3)ccc21	5.0	2.4	-15.0	1.5	-25.1	17.7	-2.9	20.3	-6.0	-18.1	4.0
CCN(CC(=O)Nc1cccc(S(N)(=O)=O)c1)Cc1nc2ccccc2c(=O)[nH]1	0.2	8.1	-0.2	-15.0	-24.4	-4.6	-2.4	-4.2	-3.8	7.3	1.3
C[C@@H]1CN([C@@H](C)CO)C(=O)CCCn2nncc2CO[C@H]1CN(C)S(=O)(=O)c1ccc(Cl)cc1	-2.0	12.6	11.5	-14.5	-7.7	13.4	-1.6	-8.2	-3.8	-3.1	-3.3
O=C(CN1CCCCC1)NN(Cc1ccccc1)c1ccccc1	4.6	-1.0	-7.2	-14.6	-4.3	-38.5	-32.6	3.6	-1.5	-0.9	-14.1
COc1ccc(CCNC(=O)Cn2c(-c3nonc3N)nc3ccccc32)cc1OC	3.5	0.2	2.6	1.6	0.6	20.4	6.5	6.7	14.0	9.7	0.9
CC(C)N(CCCNC(=O)c1ccc(N2CCCC2=O)cc1)Cc1ccccc1	-5.8	14.8	-5.1	-3.2	4.0	-8.5	-1.2	5.9	-3.1	-7.5	-10.2
CC1=CCCC(C)(C)C1/C=C/C(C)=N/NC(=O)c1ccncc1 (stereo not drawn)	1.4	-18.6	6.1	-2.6	12.3	-13.8	6.1	-2.9	1.4	-3.9	-9.9
CCN1C(=O)c2ccc(C(=O)Nc3ccc4c(c3)OCO4)cc2C1=O	-6.5	-21.5	21.3	-26.9	-57.3	-14.0	-48.0	-38.3	-2.9	17.8	1.6
N#CC1(NC(=O)COC(=O)CCN=C2NS(=O)(=O)c3ccccc32)CCCCC1	1.2	5.6	8.2	24.5	-9.2	-11.7	-6.9	-32.8	-3.1	-5.0	14.6
O=C(c1cc(COc2ccc(F)cc2Cl)on1)N1C[C@H]2CC[C@H]1C2	-27.7	-73.4	11.4	-2.3	-56.9	-21.9	-50.4	-41.7	-101.3	5.5	-18.5
COCCCn1c(=O)c2ccccc2n(Cc2cc(C(=O)OC)ccc2OC)c1=O	1.8	-6.0	-11.7	15.8	11.1	-0.8	6.0	9.9	11.9	9.1	1.9
CCC(=O)OCc1c(C(F)(F)F)nn(C)c1Sc1ccc(Cl)cc1	-1.5	9.2	17.8	7.4	8.9	2.5	11.6	3.0	-3.1	-10.8	16.7
CN1CCN(CCCNC(=O)CCCOc2cc(=O)n(C)c3ccccc23)CC1	-3.3	4.7	2.6	-28.5	3.2	-0.6	-54.1	2.6	-1.7	-7.6	-31.2
CC(C)C(NC(=O)OCc1ccccc1)C(=O)O (stereo not drawn)	-1.2	4.2	8.0	-15.1	-2.8	9.1	5.9	3.3	-17.6	9.2	-12.7
O=C(NNC(=O)c1cccc(C(F)(F)F)c1)c1ccc(-n2cnnn2)cc1	0.0	-23.4	-4.6	8.6	-7.9	32.6	-0.8	9.2	4.2	-17.2	1.6
O=C(CN(c1ccc(Cl)cc1)S(=O)(=O)c1ccccc1)N/N=C/c1ccco1	-3.7	10.4	-1.9	-1.2	-16.5	5.3	6.7	-4.6	-3.3	-2.8	-1.4
O=C(C1=NN[C@@H]2C(=O)N(c3cccc(C(F)(F)F)c3)C(=O)[C@H]12)c1cnccn1	1.0	2.4	-6.1	9.0	6.3	0.9	8.6	9.5	8.7	-6.6	33.5
Oc1c(Br)cc(Br)cc1CNc1ccccn1	-8.7	21.1	-3.6	15.4	7.0	-11.7	-7.1	-1.6	1.4	-3.0	-5.6
CCn1cc(S(=O)(=O)c2ccc(C)cc2)c(=O)c2cc(F)c(N3CCN(C)CC3)cc21	2.8	-12.1	1.7	-16.2	5.4	6.2	8.5	-6.5	-5.5	17.8	-1.2
COc1ccc(NC2=CC(c3ccc(F)cc3)N(c3ccc(OC)cc3)C2=O)cc1 (stereo not drawn)	5.9	4.8	4.8	-11.5	-3.2	1.2	-3.1	-11.7	-1.2	-8.9	-0.3
COc1ccc(CCNC(=O)c2ccccc2NC(=O)c2ccco2)cc1OC	10.1	9.2	-11.9	15.0	-14.4	26.6	-17.4	-18.0	3.3	2.5	-6.0
COc1cc2ccc(CC(N)=O)cc2cc1OC	2.7	-3.5	-8.8	-27.6	8.2	-7.9	-31.8	-15.6	5.4	-3.2	-7.5
COc1ccc(F)cc1CN1CCN(c2ncnc3scc(-c4ccccc4)c23)CC1	.	1.5	-18.8	31.7	47.9	-5.9	-17.9	-18.9	-29.7	3.8	2.8
Cc1c(NC(=O)CSc2ccc(Cl)cc2)c(=O)n(-c2ccccc2)n1C	-2.0	10.5	2.1	1.3	0.6	15.6	-7.6	-10.8	19.8	-7.9	-12.9
CC1CC(C)CN(C(=O)C2CCN(C(=O)Nc3ccccc3)CC2)C1 (stereo not drawn)	5.5	7.3	0.0	4.7	-1.8	-2.6	-2.8	1.1	6.1	15.0	7.0
O=C(Nc1ccc(Cl)cc1)c1cc(Br)ccc1OCC(=O)N1CCOCC1	-4.7	-2.1	-8.6	-17.9	18.6	0.5	-38.8	6.3	9.3	15.9	-9.9
S=c1[nH]ccn1-c1ccccc1Cl	11.8	14.5	-7.2	-6.7	.	0.2	2.3	3.2	4.3	7.9	1.1
Cc1cccc(OCCn2c(=O)oc3ccc(C)cc32)c1	-15.2	-40.1	-10.1	-10.4	-39.7	-28.8	-33.7	-32.2	-31.7	-12.5	-24.6
CCn1c2ccccc2c2nnc(SCC(=O)Nc3ncccn3)nc21	4.4	7.9	-2.5	0.4	-3.9	9.0	0.4	-5.8	1.2	-4.4	0.7
CCC(=O)Nn1cnc2c(c1=O)C1(CCCCC1)Cc1ccccc1-2	-1.1	3.2	-2.3	4.2	6.1	-2.1	-11.5	-9.3	-8.2	-3.5	17.3
Cc1cc(=O)oc2ccc(OC(=O)CN3C(=O)c4cccc([N+](=O)[O-])c4C3=O)cc12	0.2	-19.3	-2.6	10.4	-1.3	17.3	1.1	-13.6	9.2	-7.8	-4.5
N#CCCN(Cc1cccs1)C(=O)c1ccc(Cl)cc1	7.4	-9.1	0.9	2.0	-7.6	17.5	0.1	10.1	9.5	-2.7	-2.2
COc1ccc(Br)cc1CN(C)CC(=O)Nc1cc(Cl)cc(Cl)c1	1.8	18.0	-5.1	-4.9	13.7	-22.8	-13.9	14.8	-17.3	1.4	2.7
CC1(C)CC(=O)C=C(c2ccc(CO)cc2)C1=O	-3.7	-11.5	9.8	-2.1	-3.7	5.5	-10.6	10.1	10.0	-2.2	-13.5
CCCCOc1ccc(C(=O)N/C(=C/C=C/c2ccccc2)C(=O)N2CCOCC2)cc1	-2.5	-27.9	10.9	-17.7	-18.8	9.7	5.3	-30.6	-44.0	-7.0	-3.4
COc1ccc(C2CC(c3cccc(F)c3)=NN2c2ccc(S(N)(=O)=O)cc2)cc1 (stereo not drawn)	9.3	13.8	17.9	8.9	6.1	26.0	8.3	-4.9	16.0	-2.1	-9.4
CN1C(=O)C(O)(C2COC(C)(C)CC2=O)c2ccccc21 (stereo not drawn)	0.8	8.0	3.2	-6.6	-11.8	2.7	-0.1	-6.3	6.0	16.3	2.2

Part of the list above, field by field.
CCC(=O)Nn1cnc2c(c1=O)C1(CCCCC1)Cc1ccccc1-2
  EBV LMP1 NFkB: -1.1; NCOA3 inh: 3.2; KKLEB cytotox: -2.3; CF NFkB inh: 4.2; Shn3 3UTR inh: 6.1; TWEAK-Fn14 inh: -2.1; TROY NFkB inh: -11.5; NCOA1 inh: -9.3; LRH-1 inv ag: -8.2; C8 TRAIL sens: -3.5; COUP-TFII inh: 17.3

Cc1cc(=O)oc2ccc(OC(=O)CN3C(=O)c4cccc([N+](=O)[O-])c4C3=O)cc12
  EBV LMP1 NFkB: 0.2; NCOA3 inh: -19.3; KKLEB cytotox: -2.6; CF NFkB inh: 10.4; Shn3 3UTR inh: -1.3; TWEAK-Fn14 inh: 17.3; TROY NFkB inh: 1.1; NCOA1 inh: -13.6; LRH-1 inv ag: 9.2; C8 TRAIL sens: -7.8; COUP-TFII inh: -4.5

Screens as filed in PubChem.

These rows are one share of the data; count on the stated rates, not on these rows.
